CRFR2-BP ag: CRF-BP/CRF-R2 complex agonism | HEK293 CRF-R2/CRF-BP, calcium dye fluorescence (FLIPR); percent of saturating CRF peptide response | activation, % at 13.2 µM | 0.46% of 350,000 active;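 active means activation of at least 50%, plus an integration ratio under a set limit after plate pattern correction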;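 further: plate controls were neutral control wells without compound for no effect and CRF at EC100 for full effect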
CHRM4 PAM: potentiates acetylcholine response at human M4 receptor; P08173; CHO-K1 hM4/Gqi5, Fluo-8 calcium fluorescence, ACh EC20; 0% = ACh EC20, 100% = maximal ACh; activation, % at 3 µM; 0.4% of 360,000 active;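 active means activation above its plate's cutoff, the mean activation of sample wells plus 3 SD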; further: some results filed as inactive read as strong as hits
M5 ag: agonists of human muscarinic M5 receptor (CHRM5); CHO-K1 hM5 cells, Fluo-8 calcium fluorescence; 0% DMSO wells, 100% maximal acetylcholine response; activation, % at 3 µM; P08912; AID 624037; 0.19% of 360,000 active;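 active means activation above the run's mean over test compounds plus 3 SD, cut at about 23% in these data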;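 further: signal is peak over basal fluorescence ratio across the kinetic read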
Target sequence (P08912 whole entry, looked up): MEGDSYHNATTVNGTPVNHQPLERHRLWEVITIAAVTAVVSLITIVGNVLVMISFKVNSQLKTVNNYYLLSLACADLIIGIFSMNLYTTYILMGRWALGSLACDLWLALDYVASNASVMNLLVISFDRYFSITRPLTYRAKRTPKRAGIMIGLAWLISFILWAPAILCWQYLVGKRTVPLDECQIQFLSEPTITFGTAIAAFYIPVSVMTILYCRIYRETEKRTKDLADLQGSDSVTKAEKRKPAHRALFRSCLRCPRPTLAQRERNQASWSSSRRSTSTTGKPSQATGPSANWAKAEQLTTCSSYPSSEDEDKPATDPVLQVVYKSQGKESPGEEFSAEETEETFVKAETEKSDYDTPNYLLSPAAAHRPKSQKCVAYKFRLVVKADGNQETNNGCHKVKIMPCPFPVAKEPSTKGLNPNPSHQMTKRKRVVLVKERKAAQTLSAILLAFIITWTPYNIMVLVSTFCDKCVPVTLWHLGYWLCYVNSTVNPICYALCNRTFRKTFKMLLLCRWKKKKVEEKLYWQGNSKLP
CHRM1 antagonist: antagonists of human M1 muscarinic receptor | CHO-K1 hM1, Fluo-8 calcium fluorescence, ACh EC80 antagonist | 1.3% of 360,000 active | P11229 | inhibition, % at 3 µM;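 active means percent inhibition above its own plate's cutoff, namely the mean of that plate's compound wells plus 3 SD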;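 further: peak over basal fluorescence ratio during 140 s after agonist addition; 0% = ACh EC80 plus DMSO and 100% = DMSO alone without agonist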
Target sequence (P11229 whole entry, looked up): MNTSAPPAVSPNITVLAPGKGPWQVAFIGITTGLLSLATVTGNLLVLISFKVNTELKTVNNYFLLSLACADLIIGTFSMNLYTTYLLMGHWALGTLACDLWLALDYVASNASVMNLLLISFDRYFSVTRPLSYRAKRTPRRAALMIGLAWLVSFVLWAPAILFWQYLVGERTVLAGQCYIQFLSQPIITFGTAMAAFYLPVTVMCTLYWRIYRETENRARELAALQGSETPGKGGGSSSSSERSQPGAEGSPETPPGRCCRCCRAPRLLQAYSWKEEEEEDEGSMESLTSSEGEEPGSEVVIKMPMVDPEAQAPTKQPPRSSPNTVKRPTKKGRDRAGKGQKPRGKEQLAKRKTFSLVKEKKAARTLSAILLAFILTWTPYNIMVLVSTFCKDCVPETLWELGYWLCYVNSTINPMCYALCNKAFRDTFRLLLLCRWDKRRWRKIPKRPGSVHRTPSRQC
CHRM1 PAM: positive allosteric modulators of human M1 muscarinic receptor. P11229. CHO-K1 hM1, Fluo-8 calcium fluorescence, ACh EC20; 0% = ACh EC20, 100% = maximal ACh. activation, % at 3 µM. 0.088% of 360,000 active. AID 588819; in the data active means activation above about 19%, passing the limit was not always enough
CHRM5 antagonist: CHRM5 antagonism in calcium assay; CHO-hM5 cells, Fluo-8 calcium fluorescence, ACh EC80; P08912; AID 624040; inhibition, % at 3 µM; 0.59% of 360,000 active;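 active means inhibition above a per-plate cutoff, the mean of that plate's test compounds plus 3 SD, cut at about 27% in these data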;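 further: 0% = acetylcholine EC80 with DMSO and 100% = DMSO without agonist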
M4 ag: CHRM4 agonism in calcium assay | P08173 | CHO-K1 hM4/Gqi5, Fluo-8 calcium fluorescence; vehicle 0%, full acetylcholine response 100% | activation, % at 3 µM | 0.14% of 360,000 active;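 active means activation above the run mean over all test wells plus 3 SD, cut at about 32% in these data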;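 further: peak over basal fluorescence ratio per well then scaled between controls; 0% = DMSO wells and 100% = acetylcholine at EC100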
CHRM4 antagonist: blocks acetylcholine activation of human M4 receptor. CHO-hM4 cells, ACh EC80, Fluo-8 calcium fluorescence. inhibition, % at 3 µM. 0.73% of 360,000 active. AID 624125;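 active means inhibition above its plate's cutoff, the mean inhibition of sample wells plus 3 SD, cut at about 27% in these data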;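 further: 0% = acetylcholine EC80 with DMSO and 100% = DMSO without agonist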
CHRM5 PAM: potentiates acetylcholine response at human M5 receptor. AID 624038. 0.3% of 360,000 active. CHO-K1 hM5, Fluo-8 calcium, ACh EC20 PAM; 0% = ACh EC20, 100% = ACh EC100. P08912. activation, % at 3 µM;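 active means activation above the run cutoff, the mean activation of all test compounds plus 3 SD, cut at about 18% in these data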
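Assay system: CHO-K1 hM5 cells. Also added: acetylcholine at EC20 concentration, added after compound. Dosing: 3 µM, single dose. Times: compound preincubation 140 s before EC20 acetylcholine addition. Signal: Fluo-8 calcium fluorescence. Measure: % activation relative to EC20 and EC100 ACh responses. Repeats: singlicate, one well per test compound.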
Active calls of the source: *; · = no result given.

SMILES	CRFR2-BP ag	CHRM4 PAM	M5 ag	CHRM1 antagonist	CHRM1 PAM	CHRM5 antagonist	M4 ag	CHRM4 antagonist	CHRM5 PAM
CCn1c(SCC(=O)Nc2cc(C)on2)nc2c1c(=O)n(C)c(=O)n2C	2.1	6	2	18	-6	-7	2	4	-6
CCCCNC(=S)N1CCn2cccc2C1c1ccccc1 (centres undefined)	-2.8	7	-7	-7	0	4	0	-6	-3
Cc1ccccc1C1NS(=O)(=O)N=C1N (centres undefined)	2.0	4	-1	-11	8	1	2	-6	-4
COC(=O)C1=C(C)Nc2nnnn2C1c1ccccc1Cl (centres undefined)	-1.8	3	1	0	1	-2	0	-3	-1
Cc1ccc(-n2cc(CNC(C)Cn3cncn3)c(-c3ccc(F)cc3)n2)cc1 (centres undefined)	0.0	-3	-2	-6	0	12	2	2	2
CC(C)NC(=O)CSc1nc(Cc2ccccc2)nc2ccccc12	-4.9	0	1	-4	11	-2	1	-3	8
Cc1ccc(NNC(=O)c2cccs2)cc1Cl	0.1	5	2	2	1	-2	2	-3	-2
CC12C=CC3(CN(Cc4ccccc4)C(=O)C3C1C(=O)NCc1ccco1)O2 (centres undefined)	4.6	16	-1	-2	-1	-10	0	-17	10
Cn1c(C(=O)OC(C(=O)NCC2CCCO2)c2cccnc2)cc2sccc21 (centres undefined)	-3.7	1	1	0	3	-20	4	-8	9
O=S(=O)(Nc1ccc(S(=O)(=O)N2CCCC2)cc1)c1ccc(F)cc1F	-1.1	3	2	-5	6	1	-1	0	9
CC(C)CCN1C(=O)c2ccccc2C1c1nnnn1-c1ccc2c(c1)OCCO2 (centres undefined)	·	1	0	·	·	4	3	-13	3
COc1ccc(CNC(=O)[C@H](Cc2ccccc2)NC(=O)CC[C@H]2O[C@@H](n3ccc(=O)[nH]c3=O)[C@H](O)[C@@H]2O)cc1	·	4	0	-30	7	-7	0	-10	-1
COc1cc(/C=C2\SC(N)=NC2=O)cc(Br)c1O	19	-7	24*	-16	13	-7	7	-1	-10
COc1cc(/C=C/C(=O)O)ccc1OS(=O)(=O)c1ccc(C)cc1	0.3	9	-1	9	-3	7	2	-10	-1
O=C(CNC(=O)c1cccs1)Nc1ccncc1	-1.8	0	2	-8	6	-2	0	2	4
COc1ccc(NC(=O)c2cc(S(=O)(=O)N3CCCC3)cn2C)cc1Cl	-4.5	5	1	-3	1	-4	0	-12	1
C=CCN1c2ccccc2[C@]23C[C@@H](C(=O)OC)N(C(=O)CC(C)C)C2=NC(C(=O)OC)=C(C(=O)OC)[C@H]13	-1.0	-6	-5	20	-14	7	3	-1	-9
Cc1ccc(/C=N/NC(=S)Nc2cccc(S(=O)(=O)N(C)C)c2)o1	-1.3	-9	3	-16	6	0	8	16	1
Cc1ccc(NC(=O)NC2CCCc3ccccc32)cc1 (centres undefined)	-0.3	-6	-5	3	-6	3	1	-4	0
O=C1CCN(Cl)C(=O)N1Cl	·	1	1	·	·	5	0	0	-1
CNC(=O)COC(=O)c1cc(SC)ccc1Cl	-1.3	6	-2	-10	9	4	1	-10	-3
Cc1ccc(S(=O)(=O)C2(C(=O)Nc3nccs3)CC2)cc1	-2.8	2	2	-11	6	2	1	-2	0
CN(Cc1nc(-c2cnccn2)no1)Cc1cccc2ccccc12	-2.6	-14	0	-5	2	6	1	12	0
O=C(NCC1CCCO1)c1[nH]c(C(F)(F)F)nc1-c1ccccc1 (centres undefined)	·	-1	1	-32	4	3	1	2	1
Cc1cccc(-c2nc(CS(=O)CC(=O)N3CCCCC3)c(C)o2)c1 (centres undefined)	-0.2	-2	-1	-7	1	0	2	-2	3

Ordered by the number under CRFR2-BP ag (lowest first): some entries from above.
SMILES	CRFR2-BP ag	CHRM4 PAM	M5 ag	CHRM1 antagonist	CHRM1 PAM	CHRM5 antagonist	M4 ag	CHRM4 antagonist	CHRM5 PAM
CC(C)NC(=O)CSc1nc(Cc2ccccc2)nc2ccccc12	-4.9	0	1	-4	11	-2	1	-3	8
C=CCN1c2ccccc2[C@]23C[C@@H](C(=O)OC)N(C(=O)CC(C)C)C2=NC(C(=O)OC)=C(C(=O)OC)[C@H]13	-1.0	-6	-5	20	-14	7	3	-1	-9
CC12C=CC3(CN(Cc4ccccc4)C(=O)C3C1C(=O)NCc1ccco1)O2 (centres undefined)	4.6	16	-1	-2	-1	-10	0	-17	10
COc1cc(/C=C2\SC(N)=NC2=O)cc(Br)c1O	19	-7	24*	-16	13	-7	7	-1	-10

Carrying on:
SMILES	CRFR2-BP ag	CHRM4 PAM	M5 ag	CHRM1 antagonist	CHRM1 PAM	CHRM5 antagonist	M4 ag	CHRM4 antagonist	CHRM5 PAM
CCCCN(C(=O)c1nn(C)c(=O)c2ccccc12)c1c(N)n(CC(C)C)c(=O)[nH]c1=O	0.6	20	0	-11	10	-1	2	-14	8
CC(=O)Nc1ccc(Nc2nc(-c3ccccc3)nc3ccccc23)cc1	0.9	-6	0	10	-8	11	13	-4	-10
CC(C)Nc1ncnc2c1nnn2Cc1ccccc1	-1.8	-3	-8	-3	3	1	0	7	2
O=C(Nc1cc(S(=O)(=O)N2CCOCC2)ccc1O)c1ccc2c(c1)S(=O)(=O)c1ccccc1C2=O	-0.4	-1	-2	-6	9	4	0	4	1
CCn1c2ccc(C)cc2c2nnc(SCCN3CCCCC3)nc21	-2.0	-8	-8	37*	-20	21	2	9	-5
COC(=O)c1nnn(-c2nc(N(C)C)nc(N(C)C)n2)c1C	-2.8	-3	0	-3	7	3	1	-11	3
OC[C@@H]1CN(Cc2ccccc2)C[C@H](n2cnc3c(N4CCN(c5ccccc5)CC4)ncnc32)O1	·	-6	5	-10	11	8	14	-17	-6
CCOC(=O)c1ccc2[nH]c(C)c(C)c2c1	-0.6	2	-3	-14	12	-7	-1	-4	-1
CC(C)(C)NC(=O)/C=C/c1cccc(C(F)(F)F)c1	-1.7	-14	-4	22	-9	-2	-1	0	-4
COc1cccc2cc(-c3nnc(SCC(=O)Nc4cc(C(F)(F)F)ccc4Cl)n3N)oc12	-0.2	-2	1	-15	14	2	0	9	0
O=c1c2ccccc2ncn1-c1cccc(Br)c1	0.1	-4	0	-13	5	6	1	2	-2
CC1CCN(S(=O)(=O)c2ccc3c(c2)N(C)C(=O)CC(=O)N3C)CC1	0.6	6	0	-13	8	3	0	-8	0
COc1ccc(/C=C/C(=O)Nc2ccc(-n3nncc3-c3ccccc3)cc2)cc1OC	-1.2	-3	-2	1	-2	15	7	-11	-15
COCCn1c(C)cc(C(=O)COC(=O)CCS(=O)(=O)c2ccc(C)cc2)c1C	-0.8	-2	-2	-22	10	3	2	-5	0
Nc1c(C(=O)O)ccc2c1C(=O)c1ccccc1C2=O	-2.2	-5	3	-1	7	0	1	8	-2
NC(Cc1ccc(F)cc1)c1csc(Nc2nncc3ccccc23)n1 (centres undefined)	·	2	4	-3	10	2	12	13	3
CC(=O)c1cccc(N2C(=NC(=O)CCc3ccccc3)SC3CS(=O)(=O)CC32)c1 (centres undefined)	-0.4	-1	1	-6	6	-12	4	1	10
NC(=S)n1[nH]c(-c2ccc([N+](=O)[O-])cc2)c(N=Nc2ccc(O)cc2)c1=O	-1.3	5	-1	9	-2	-2	0	7	1
CCC1Oc2ccc(C)cc2N(CC(=O)N(Cc2ccc3c(c2)OCO3)CC2CCCO2)C1=O (centres undefined)	-0.1	-10	-1	15	-9	5	7	6	-13
CN(N)C(=S)NCc1ccccc1	1.5	8	-9	-6	5	1	0	-3	3
CCOC(=O)C1(Cc2cccc(OC)c2)CCCN(C(=O)c2cc(C)oc2C)C1 (centres undefined)	2.0	-3	-5	-7	6	7	2	3	-5
CC(C)OC(=O)c1cccc(C(=O)O)n1	-0.6	3	-1	-19	5	-9	1	6	3
O=C1CN(C(=O)c2ccco2)c2ccccc2N1	-2.8	5	-1	-19	5	0	2	-2	3
COc1cccc(C2Nc3ccccc3C(=O)N2Cc2ccccc2)c1 (centres undefined)	0.0	8	-6	0	5	28*	7	24	28*
C=C(C1=CCN(S(=O)(=O)C(C)(C)C)[C@@H]1CCO)c1ccccc1	-1.9	4	4	-1	-2	-1	1	-11	-2

The listing continues.
SMILES	CRFR2-BP ag	CHRM4 PAM	M5 ag	CHRM1 antagonist	CHRM1 PAM	CHRM5 antagonist	M4 ag	CHRM4 antagonist	CHRM5 PAM
Cn1cccc1/C=N/NC(=O)CSc1nc2ccccc2n1C	0.8	-9	0	-10	5	8	1	-6	-2
Cc1cc(C(=O)N2CCCC(C(=O)c3cccc(C(F)(F)F)c3)C2)n[nH]1 (centres undefined)	2.4	1	0	-9	16	-3	5	2	0
N#Cc1ccsc1NC(=O)CSc1nnnn1-c1ccc(O)cc1	2.5	-11	11	-7	3	3	8	-4	-1
CCC[C@H]1CC(=O)C=C(c2ccc(OC)cc2)ON1C(=O)OC(C)(C)C	-3.4	-9	-3	16	-10	-3	-2	0	-9
CN(C)C(=O)c1ccc(-c2cc3onc(-c4ccccc4)c3c(=O)n2C)cc1	4.0	1	3	11	-4	13	15	-9	-11
O=C(Nc1cc(S(=O)(=O)N2CCOCC2)ccc1N1CCCCC1)c1ccccc1	-1.7	0	1	2	2	-2	7	-2	-10
O=c1cc(N2CCN(Cc3ccccc3)CC2)[nH]c(=O)n1Cc1ccc(F)cc1	-3.4	6	1	-11	13	5	0	-3	1
CC(C)CNS(=O)(=O)c1cc2c3c(c1)CC(=O)N3CCC2	-2.3	0	-4	-10	13	2	1	3	5
Cc1ccc(C)c(NC(=O)CN(C)C(=O)c2cccc(Oc3ccccc3)c2)c1	0.2	-4	-2	6	-4	12	10	6	-2
COc1ccc(S(=O)(=O)N2CCCCC2)cc1NC(=O)c1c(F)cccc1Cl	0.0	2	-3	-2	9	9	1	-8	-4
CCCOC(=O)C1=C(C)NC2=C(C(=O)C(C(=O)OC)C(C)C2)C1c1ccc(N(C)C)cc1 (centres undefined)	1.6	6	1	-9	6	-3	0	8	-1
CCOC(=O)c1nn(-c2ccccc2)c(=O)cc1OCC(=O)Nc1ccccc1OCC	-1.0	0	1	-10	2	4	0	1	1
CC(C)C[C@H]1CNC(=O)C(=O)N1C[C@H]1CCCN1C[C@H](CC(C)C)N1C[C@H](Cc2ccccc2)N(CCc2ccccc2)C(=O)C1=O	·	6	-2	-11	2	-3	0	-20	-6
O=C(CCn1ccnc1)Nc1cc(Cl)ccc1O	1.6	4	-3	-6	10	-1	2	-7	7
Cc1cc(C)c2nc(NC(=O)c3ccc4c(=O)n5c(nc4c3)CCCCC5)sc2c1	-1.4	-14	2	10	-10	10	11	-4	-14
Cc1cc(NS(=O)(=O)c2ccc(NC(=O)/C=C/c3ccc(C)o3)cc2)nc(C)n1	-0.8	-1	-1	0	5	2	0	7	1
Cc1ccc(NC(=O)CSc2nnc(Cc3cccn3C)n2-c2ccc(F)cc2)c(C)c1	-1.4	0	3	-19	9	-1	-1	-3	-2
O=C1CC(N2CCN(Cc3ccccc3)CC2)C(=O)N1 (centres undefined)	-0.7	3	-1	-10	15	1	0	7	3
CC(=O)c1ccc(NC(=O)C2CCCC2)cc1	0.8	-11	1	-14	19	1	0	4	-1
CN(Cc1ccccc1)C(=O)CNC(=O)Cn1cnc2ccccc2c1=O	-2.3	10	-1	-17	4	0	1	-5	3
Cc1c(Cl)cccc1N1C(=O)CC(NNC(=O)c2ccc3c(c2)OCO3)C1=O (centres undefined)	0.5	1	0	-3	1	10	2	-5	-2
CN(C)C(=O)COc1ccc(S(=O)(=O)c2ccc(OCC(=O)N(C)C)cc2)cc1	0.9	4	0	-4	8	12	1	1	-3

Bioassay records deposited in PubChem BioAssay by several laboratories.

This is a random part of the collection (roughly 2.8% active in at least one column).
